IMPase cell inh: qHTS Assay for Identifying the Cell-Membrane Permeable IMPase Inhibitors. AID 901, 2007. Inositol monophosphatase 1 (Rattus norvegicus), P97697. 120,000 tested, under 10 active. CHO-M1 cells, IP1 accumulation, HTRF TR-FRET ratio. inhibition (IP1 accumulation), % at 46.1 µM; active = well fitted curve in the direction sought with a large enough effect in the signal ratio, not every such curve was filed as active; inconclusive = small, poorly fitted or top-dose-only effect, or a change in a side signal; inactive = no such curve, though single readings can be large or run the other way; the % refers to the signal ratio;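 note: cells stimulated with carbachol in lithium chloride buffer; plate controls were DMSO basal wells for no effect and reference inhibitor wells for full effect; higher means more IMPase inhibition seen as more IP1 and lower FRET ratio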
Target sequence (P97697 whole entry, looked up): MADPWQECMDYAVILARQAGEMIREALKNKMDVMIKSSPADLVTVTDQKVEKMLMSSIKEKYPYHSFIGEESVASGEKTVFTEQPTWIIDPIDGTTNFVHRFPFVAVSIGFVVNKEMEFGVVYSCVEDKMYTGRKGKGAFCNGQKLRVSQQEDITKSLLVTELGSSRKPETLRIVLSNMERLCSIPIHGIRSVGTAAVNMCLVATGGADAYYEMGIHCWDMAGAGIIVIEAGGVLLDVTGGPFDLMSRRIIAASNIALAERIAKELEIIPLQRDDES
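CHO-M1 cells (CHO stably expressing M1 receptor), compound up to 46 uM final, stimulated with carbachol (50 uM as added) in buffer with 50mM LiCl, pH 7.4, 30 min at 37C. Cytosolic IP1 read by TR-FRET; AC50 from Hill fits.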
The depositor's hits bear a star; ? = inconclusive. This is a subset, so the mix of outcomes need not match the whole.

Start of the data: the first two records (preview)
SMILES | IMPase cell inh
COc1cccc(-c2ccc3c(N)c(C(=O)c4ccc(Cl)cc4)sc3n2)c1 | -11.0
COC(=O)CN1C(=O)C(O)(CC(=O)c2ccc(F)cc2)c2ccccc21 (stereo not drawn) | -0.7

This part in full, from the first entry:
SMILES | IMPase cell inh
COc1cccc(-c2ccc3c(N)c(C(=O)c4ccc(Cl)cc4)sc3n2)c1 | -11.0
COC(=O)CN1C(=O)C(O)(CC(=O)c2ccc(F)cc2)c2ccccc21 (stereo not drawn) | -0.7
COc1ccc(-c2nc(S(=O)(=O)c3ccc(Cl)cc3)c(NCc3ccccc3)o2)cc1 | -7.2
Cc1ccccc1Nc1c(-c2cccc(Cl)c2)nc2ncccn12 | -0.4
Cc1cc(C)cc(NC(=O)CN(c2cc(C(F)(F)F)ccc2Cl)S(=O)(=O)c2ccccc2)c1 | -3.6
COc1ccc(-c2[nH]c(-c3ccccc3)nc2SCC(=O)Nc2ccc3c(c2)OCO3)cc1 | ?
CCOC(=O)c1nc(Nc2ccc(C(=O)OCC(C)C)cc2)c2ccccc2n1 | 1.9
COc1ccc(NC(=O)c2ccco2)cc1NC(=O)c1c(OC)cccc1OC | 2.1
Cc1cccn2c(=O)c3cc(C(=O)NC(C)c4ccccc4)c(=N)n(CCOCCO)c3nc12 (stereo not drawn) | 1.3
COc1ccccc1NC(=O)C1=C(C)Nc2nc(-c3ccco3)nn2C1c1cccc(C)c1 (stereo not drawn) | 7.9
COc1cc(NC(=O)c2ccc(C(=O)Nc3cc(OC)c(Cl)cc3OC)cc2)c(OC)cc1Cl | -5.1
COc1cc2c(=O)n(Cc3ccccc3Cl)c(=O)n(CC(=O)Nc3ccccc3)c2cc1OC | 12.2
CC(C)Oc1ccccc1NC(=O)CSc1nccn1C | -1.6
CC(=O)c1ccc(NS(=O)(=O)c2c(C)nc3scc(C)n3c2=O)cc1 | 6.2
Cc1ccc(C2C=C(c3ccc(Cl)cc3)Nc3nc(NC(=O)c4ccco4)nn32)cc1 (stereo not drawn) | ?
COc1ccc(NC(=O)CCCSc2nc(-c3ccco3)cc(C(F)(F)F)n2)cc1 | -9.3
Cc1ccc(NC(=O)c2c(C)nc3sc(C(=O)Nc4ccc(F)cc4)c(N)c3c2-c2ccc(C)o2)c(C)c1 | -2.1
Fc1ccccc1Cc1cn2cc(-c3ccc(Cl)cc3)nc2s1 | 2.0
Cc1cc(C)cc(NC(=O)Cn2cc(C(=O)c3cccs3)c3ccccc32)c1 | 2.0
Cc1cccc(-c2nc3c(cnn3-c3ccccc3)c(=O)n2-c2cccc(Cl)c2)c1 | 2.3
COc1ccc(-c2ccc3c(N)c(C(=O)NCc4ccc(C)cc4)sc3n2)cc1 | -1.5
Cc1ccc(NC(=O)CC2Sc3ccccc3NC2=O)c(Br)c1 (stereo not drawn) | 8.2
CCCCn1c(=N)n(CCCOc2ccc(F)cc2)c2ccccc21 | -0.7
Cc1ccc(-c2nnc(Nc3ccc(Cl)cc3)c3ccccc23)cc1S(=O)(=O)NCC1CCCO1 (stereo not drawn) | -3.3
Cc1cc(C)n2nc(SCC(=O)Nc3cccc(C(F)(F)F)c3)nc2n1 | 3.4
O=C(Nc1ccccc1Cl)c1sc2cccc(Cl)c2c1Cl | ?
Fc1ccc(CNc2nc3ccc(Cl)cc3n3nnnc23)cc1 | 1.3
COc1ccccc1NC(=O)c1cccc(S(=O)(=O)N2CCCCCC2)c1 | 3.7
COc1ccc2nc(C)cc(Nc3ccc(Cl)c(Cl)c3)c2c1 | ?
CCn1cc(CNC(=O)c2cc(-c3ccc(C)cc3)nc3ccc(Br)cc23)c(C)n1 | 7.0
Cc1nc2scc(C)n2c(=O)c1S(=O)(=O)Nc1ccc(N2CCOCC2)c(Cl)c1 | ?
N#C/C(=C\c1ccc(-c2cc(Cl)ccc2Cl)o1)C(=O)Nc1ccccc1C(=O)O | 5.4
CCOC(=O)c1cnc2c(C)c(Cl)ccc2c1NCCc1ccccc1 | 7.4
COc1nnc(-c2ccc(N3CCCCC3)c(NC(=O)c3ccccc3)c2)c2ccccc12 | 1.6
O=C(CCS(=O)(=O)c1cc(Br)cc2c1N(C(=O)C1CC1)CC2)Nc1ccc(F)cc1 | ?
O=C1OC(C(=O)Nc2cc(C(F)(F)F)ccc2Cl)Cc2ccccc21 (stereo not drawn) | 5.7
COc1ccc(-c2nc(SCC(=O)Nc3ccc4c(c3)OCCO4)c(-c3ccc(C)cc3)[nH]2)cc1OC | 8.9
COc1ccccc1NC(=O)C1=C(C)Nc2nc(SC)nn2C1c1ccccc1Cl (stereo not drawn) | ?
O=C(NCCCN1CCN(c2ccccc2)CC1)c1nnc(Cc2c(F)cccc2Cl)o1 | 9.1
Cc1ccc(C)c(NC2=C(c3ccc(C(F)(F)F)cc3)C(=O)c3ccccc32)c1 | -5.1
CC1=C(C(=O)Nc2ccccc2)C(CC(C)C)n2nc(SCc3ccccc3C)nc2N1 (stereo not drawn) | 0.5
COc1ccccc1CNS(=O)(=O)c1c(C)nc2scc(C)n2c1=O | 1.1
CCOc1cc(OCC)cc(C(=O)Nc2cccc(-c3nc4ccccc4[nH]3)c2)c1 | 4.3
COc1ccc(C(=O)Nc2ccc3oc(-c4cccc5c(Br)cccc45)nc3c2)cc1 | -8.3
CN(C)S(=O)(=O)N(CC(=O)NCCSc1ccccc1)c1ccccc1 | 2.2

A stretch from the list above, as a working copy:
SMILES | IMPase cell inh
N#C/C(=C\c1ccc(-c2cc(Cl)ccc2Cl)o1)C(=O)Nc1ccccc1C(=O)O | 5.4
CCOC(=O)c1cnc2c(C)c(Cl)ccc2c1NCCc1ccccc1 | 7.4
COc1nnc(-c2ccc(N3CCCCC3)c(NC(=O)c3ccccc3)c2)c2ccccc12 | 1.6
O=C(CCS(=O)(=O)c1cc(Br)cc2c1N(C(=O)C1CC1)CC2)Nc1ccc(F)cc1 | ?
O=C1OC(C(=O)Nc2cc(C(F)(F)F)ccc2Cl)Cc2ccccc21 (stereo not drawn) | 5.7

(more compounds)
SMILES | IMPase cell inh
CCOC(=O)c1cnc2c(C)cc(C)cc2c1NCCc1ccc(OC)c(OC)c1 | -10.3
CCOc1ccc(CCNC(=O)c2nnc(Cc3cc(OC)c(OC)c(OC)c3)o2)cc1OCC | 5.2
CCOc1ccc(Nc2nc(C)c(NC(=O)c3cccc(F)c3)c(Nc3ccc(OCC)cc3)n2)cc1 | 3.1
COc1cccc(-c2nc(SCC(=O)Nc3ccc4c(c3)OCCO4)c(-c3ccc(C)cc3)[nH]2)c1 | 7.7
Cc1cccc(NC(=O)CSc2nc(-c3ccco3)cc(C(F)(F)F)n2)c1C | 5.3
CCOc1ccc(S(=O)(=O)N(CC(=O)NCCSc2ccc(C)cc2)c2ccccc2)cc1 | 6.4
COc1ccccc1N1CCN(CCCNC(=O)c2nnc(Cc3c(F)cccc3Cl)o2)CC1 | 3.3
COc1cc2ccccc2cc1C(=O)Nc1ccc2oc(-c3cccc(C)c3)nc2c1 | 0.8
O=C(Nc1cc(C(F)(F)F)ccc1Cl)c1cc(-c2cccs2)nc2ccccc12 | 2.2
CCOc1ccc(NC(=O)CN(c2ccccc2OCC)S(=O)(=O)c2ccccc2)cc1 | 4.1
CC(C)c1ccc(Nc2c(-c3ccsc3)nc3ccc(Cl)cn23)cc1 | 6.4
CSc1nc2sc3c(c2c(=O)n1-c1ccccc1)CCC(C(C)(C)C)C3 (stereo not drawn) | -5.9
COc1cc(OC)cc(C(=O)Nc2ccc(S(=O)(=O)Nc3onc(C)c3C)cc2)c1 | 2.9
Cc1ccc(NC(=O)c2cnn3c(C(F)F)cc(-c4ccccc4)nc23)c(C)c1 | ?
COc1ccc(N(C(=O)c2ccc(C(C)(C)C)cc2)S(=O)(=O)c2ccc(Cl)cc2)cc1 | -9.5
COC(=O)c1nnn(-c2ccc(Cl)cc2)c1C(=O)OC | -1.4
COc1cccc(C(=O)N2CCC(C(=O)Nc3cccc(Cl)c3)CC2)c1 | -11.4
Cc1ccnc(NS(=O)(=O)c2ccc(NC(=O)C(C)(C)Oc3ccc(Cl)cc3)cc2)n1 | ?
COc1cc2c(-c3ccccc3Cl)nc3c(c(C)nn3-c3ccccc3)c2cc1OC | 0.7
COc1ccc(Nc2nnc(-c3ccc(C)c(S(=O)(=O)N4CCOCC4)c3)c3ccccc23)cc1 | -2.4
O=C(O)c1ccc(Nc2nc3ccccc3c3nncn23)cc1 | ?
COCCCn1c(=N)c(C(=O)NC2CCCC2)cc2c(=O)n3ccccc3nc21 | -13.5
CC(=O)c1ccc(NC(=O)c2cn(-c3ccccc3)nc2-c2ccc(Br)cc2)cc1 | -7.1
O=C(c1ccco1)n1nc(-c2ccc(Cl)cc2)nc1NCc1ccccc1 | ?
COc1ccc(NC(=O)c2cc3c(C)nn(-c4ccccc4)c3s2)c(OC)c1 | -23.0
Cc1cc(SCC(=O)Nc2nsc(-c3ccc(C(C)(C)C)cc3)n2)nc2ccccc12 | 5.6
Cc1ccc2nc(-c3ccc(N4CCOCC4)cc3)c(Nc3ccccc3C)n2c1 | -26.4
COc1cc(C(=O)Nc2ccc3[nH]c(=O)sc3c2)cc(OC)c1OC | -3.2
COc1ccc(NC(=O)c2c(NC(=O)COc3ccccc3)sc3c2CCC(C)C3)cc1 (stereo not drawn) | -0.7
CCOC(=O)c1cccc(NC(=O)c2cc3cc4cc(OC)ccc4nc3s2)c1 | -4.7
Cc1ccc(C)c(N2CCN(C(c3ccc(F)cc3)c3nnc(-c4ccccc4)o3)CC2)c1 (stereo not drawn) | 3.7
COc1cc(C(=O)Nc2ccc(NC(=O)c3ccc(C(C)(C)C)cc3)cc2)cc(OC)c1OC | 1.7
CCOC(=O)c1c(-c2ccccc2)oc2ccc(NS(=O)(=O)c3ccccc3)cc12 | -3.7
Cc1cc(OCC(=O)NC(Cc2c[nH]c3ccccc23)C(=O)O)ccc1Cl (stereo not drawn) | -1.4
CC1CCCCN1Cc1c(O)ccc2c(=O)c(-c3ccccc3)coc12 (stereo not drawn) | 0.7
CCOC(=O)c1nnn(C(CC)C(=O)Nc2ccc(F)cc2)c1C(=O)OCC (stereo not drawn) | ?
COc1ccc(NC(=O)c2c(NC(=O)c3ccc(Br)cc3)sc3c2CCCC3)cc1 | -2.8
CCOc1ccc(C2CC(=O)n3nc(-c4ccc(C)cc4)nc3S2)cc1 (stereo not drawn) | 8.7
Cc1ccc(C(=O)Nc2ccc(C(=O)O)cc2)cc1S(=O)(=O)Nc1ccccc1 | ?
Cc1nnc(NC(=O)CSc2nnc3c(n2)[nH]c2ccccc23)s1 | -0.3
CCc1cc(=O)oc2c(C)c(OCC(=O)Nc3ccc(S(=O)(=O)N(CC)CC)cc3)ccc12 | 6.0
O=C(C1CCN(S(=O)(=O)c2ccc(Br)s2)CC1)N1CCN(c2cccc(Cl)c2)CC1 | 2.3
CCN(C(=O)CCc1nc(-c2ccc(C)cc2)no1)c1cccc(C(F)(F)F)c1 | 11.4
O=C(Nc1ccccc1C(F)(F)F)c1cc2nc(-c3ccccc3)cc(-c3ccccc3)n2n1 | -0.8
Cc1ccccc1NC(=O)c1sc2nc3c(cc2c1N)CCCC3 | 2.0

Some of these compounds in order of the IMPase cell inh value, largest number first.
Structure | IMPase cell inh
CC1CCCCN1Cc1c(O)ccc2c(=O)c(-c3ccccc3)coc12 (stereo not drawn) | 0.7
Cc1nnc(NC(=O)CSc2nnc3c(n2)[nH]c2ccccc23)s1 | -0.3
O=C(Nc1ccccc1C(F)(F)F)c1cc2nc(-c3ccccc3)cc(-c3ccccc3)n2n1 | -0.8
Cc1cc(OCC(=O)NC(Cc2c[nH]c3ccccc23)C(=O)O)ccc1Cl (stereo not drawn) | -1.4
CCOC(=O)c1c(-c2ccccc2)oc2ccc(NS(=O)(=O)c3ccccc3)cc12 | -3.7

(continued)
SMILES | IMPase cell inh
COc1ccc(CCCc2nnc(SCC(=O)Nc3ccccc3F)o2)cc1C | 2.2
CCc1nc2sc3c(N4CCCCC4)ncnc3c2c2c1CCCC2 | -0.7
Cn1c2ccccc2c2c(C(=O)N3CCN(c4ccc(F)cc4)CC3)cn(C3CCCCC3)c(=O)c21 | -4.2
C=C(C)Cn1c(SCC(=O)Nc2ccccc2C)nc2sc3c(c2c1=O)CCCC3 | ?
Cc1ccc(S(=O)(=O)NC2(C(F)(F)F)NC(=O)N(CCc3ccccc3)C2=O)cc1 (stereo not drawn) | -7.5
CCN1C(=O)c2cccc3c(S(=O)(=O)Nc4ccc(O)c(C(=O)O)c4)ccc1c23 | 2.1
CCOc1cccc(NC(=O)C2CC(=O)N(C)C(=Nc3cccc(OC)c3)S2)c1 (stereo not drawn) | 7.8
CCCCCOC(=O)CSc1nc2sc3c(c2c(=O)n1-c1ccccc1)CC(C)(CC)OC3 (stereo not drawn) | -3.3
CCOc1ccccc1NC(=O)c1c(NC(=O)C(C)Oc2cccc(Cl)c2)sc2c1CCCCC2 (stereo not drawn) | -15.1
Cc1c(NC(=O)c2nc3ccccc3n(C)c2=O)cccc1[N+](=O)[O-] | 2.0
COc1ccc(-c2c3c(nc4sc(C(=O)Nc5ccccc5F)c(N)c24)CC(C)(C)CC3=O)cc1 | 5.5
CC(C)CCSc1nnc2n(-c3ccccc3)c(=O)c3c4c(sc3n12)CC(C)CC4 (stereo not drawn) | -2.0
CC(=O)c1c(C)n(-c2cccc(Cl)c2)c2ccc(OC(=O)c3ccccc3)cc12 | -10.6
CCC1CCCCN1Cc1c(O)ccc2c(=O)c(Oc3ccccc3Cl)c(C(F)(F)F)oc12 (stereo not drawn) | 5.7
N#Cc1c(C(F)(F)F)cc(-c2cccs2)nc1SCC(=O)Nc1cccc(Cl)c1 | 2.2
Cc1cccc(NC(=O)C2CCCN(S(=O)(=O)c3cccc4nonc34)C2)c1C (stereo not drawn) | -3.7
Cc1nn2c(-c3ccccc3)cc(-c3ccccc3)nc2c1-c1ccc(Cl)cc1 | 3.7

Compound activity (PubChem)
